IL-2 act = activators of IL-2; actives 0.065% (n = 360,000); activation, % (series mostly up to about 46 µM); IL-2 activation reporter assay, cell-based qHTS; stimulated with anti-CD3/CD4/CD28 beads; in transgenic mouse T cells; in the data active means activation above about 50%; inconclusive means mostly about 30% to 49%; further: 0% is about no effect
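Screening format: compound pinned onto unstimulated transgenic mouse T cells, 60 min incubation, then anti-CD3/anti-CD4/anti-CD28 bead stimulation for 18 hours at 37 degrees C, followed by EGFP and DsRed detection.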
CCT modulator = changes cytosolic chaperonin activity; purified chaperonin ATPase assay, HTRF ADP detection, 30 min; activity change, % (no concentration beside the values), hits read low; actives 0.3% (n = 360,000); AID 651819; in the data active means activity change below about -30%; further: on the % scale 0 is the no-effect control and ±100 the full control effect
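Nucleotide hydrolysis assay: TRiC at 20–40 nM final (set by batch activity) with 10 uM ATP, 30 min at 37 °C, in presence of 76 uM compound. Detection by competitive ADP HTRF, 30 min ambient.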
EPAC1 ag = activates human EPAC1 exchange factor | O95398 | EPAC1 agonist qHTS, biochemical assay; response scale: 100% = response to 6.5 mM cAMP | Potency, µM (titrated, usually from 154 µM), without a hit: at the highest dose activation, actives largely listed as activators | actives 0.073% (n = 360,000) | AID 720707; further: potency means the concentration at half of the fitted maximal effect; nearly all actives have a fitted effect of over 60% in size
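Multi-concentration qHTS readout: loss of Rap1B-bound BODIPY-GDP fluorescence driven by 100 nM EPAC1 with excess GDP (50 uM), monitored kinetically at room temperature; agonist response expressed relative to 6.5 mM cAMP.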
PLK1 PBD inh = blocks phosphopeptide binding to human PLK1 polo-box domain; Plk1 PBD binding of FITC phosphopeptide, fluorescence polarization; Potency, µM, without a hit: max response, negative = inhibition, most hits filed as inhibitors; actives 2.8% (n = 360,000); further: potency means the concentration at half of the fitted maximal effect; series mostly up to about 57 µM; on the % scale 0 is the no-effect control and ±100 the full control effect; nearly all actives have a fitted effect of over 65% in size
Target sequence (P53350 whole entry, looked up, the tested form may be a part): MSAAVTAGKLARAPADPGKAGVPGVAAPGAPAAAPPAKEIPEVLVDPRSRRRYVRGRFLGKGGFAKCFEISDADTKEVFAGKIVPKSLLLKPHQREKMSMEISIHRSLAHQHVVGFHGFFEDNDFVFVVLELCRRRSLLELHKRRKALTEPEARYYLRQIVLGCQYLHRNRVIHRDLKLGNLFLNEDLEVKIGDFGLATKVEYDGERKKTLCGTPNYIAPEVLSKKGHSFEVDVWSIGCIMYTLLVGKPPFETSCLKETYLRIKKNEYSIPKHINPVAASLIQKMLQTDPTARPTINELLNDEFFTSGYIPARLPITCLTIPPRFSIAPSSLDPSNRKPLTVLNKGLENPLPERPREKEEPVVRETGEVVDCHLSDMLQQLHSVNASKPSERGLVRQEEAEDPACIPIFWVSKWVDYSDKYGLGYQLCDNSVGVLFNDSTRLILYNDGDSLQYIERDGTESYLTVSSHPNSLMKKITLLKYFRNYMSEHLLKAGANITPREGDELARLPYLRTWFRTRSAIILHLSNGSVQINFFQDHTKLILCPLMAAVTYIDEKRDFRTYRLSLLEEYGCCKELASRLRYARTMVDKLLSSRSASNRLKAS
WRN inhibitor = inhibitors of human WRN helicase | actives 0.46% (n = 360,000) | Potency, µM (series often up to 114 µM), without a hit: top-dose activity change, negative = inhibition, actives largely listed as inhibitors | WRN helicase unwinding, fluorescent forked duplex, kinetic | Q14191; further: potency means the concentration at half of the fitted maximal effect; on the % scale 0 is the no-effect control and ±100 the full control effect; nearly all actives have a fitted effect of over 55% in size
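Fluorescence dequenching readout, ex 525 nm/em 598 nm, kinetic mode: forked duplex DNA (100 nM final) with adjacent fluorophore and quencher unwound by WRN (20 nM final) with 2 mM ATP. Compound preincubation 15 min, room temperature.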
EPAC2 agonist = EPAC2 (human) agonism; Q8WZA2; EPAC2 activation, biochemical qHTS; response scale: 100% = 6.5 mM cAMP response; Potency, µM (series often up to 154 µM), for inactives: at the top dose activation, usual class: activators; actives 0.079% (n = 360,000); further: potency means the concentration at half of the fitted maximal effect; nearly all actives have a fitted effect of over 50% in size
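Compounds were titrated in qHTS against a Rap1B-BODIPY-GDP (250 nM) complex with EPAC2 (100 nM) and GDP (50 uM). BODIPY-GDP release tracked at 480/540 nm over 30 min at room temperature, normalized to 6.5 mM cAMP.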
PI5P4K alpha inh = inhibitors of human PI5P4K alpha. P48426. PI5P4Kalpha enzyme, ADP-Glo luminescence, 60 min; hits give low values. max response, %. actives 1.2% (n = 330,000). AID 652105; active means max response of -50% or lower; inconclusive means between -30% and -50%; inactive means -30% or higher; further: value at the top dose of about 77 µM; on the % scale 0 is the no-effect control and ±100 the full control effect
Target sequence (P48426 whole entry, looked up): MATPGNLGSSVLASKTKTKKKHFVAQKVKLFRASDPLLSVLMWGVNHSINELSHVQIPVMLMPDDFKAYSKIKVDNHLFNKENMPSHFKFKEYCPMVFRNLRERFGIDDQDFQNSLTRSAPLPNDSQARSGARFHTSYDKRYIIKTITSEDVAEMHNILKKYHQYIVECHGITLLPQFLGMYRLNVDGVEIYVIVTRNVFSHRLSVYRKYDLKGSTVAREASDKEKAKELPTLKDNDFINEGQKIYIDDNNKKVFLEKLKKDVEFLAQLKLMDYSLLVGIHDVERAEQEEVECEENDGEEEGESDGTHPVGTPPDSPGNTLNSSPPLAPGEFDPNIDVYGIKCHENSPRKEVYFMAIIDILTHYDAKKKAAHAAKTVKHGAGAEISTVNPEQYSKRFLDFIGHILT
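Human PI5P4Kalpha with substrate in 0.038 M HEPES pH 7.4, 0.28 mM EGTA, 0.1% CHAPS, 5% DMSO; reaction started with 5 microM ATP (final), 60 min at room temperature. ADP formed read by ADP-Glo luminescence.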
EPAC1 antag = blocks human EPAC1 exchange factor | O95398 | EPAC1 GEF assay, Rap1b-BODIPY-GDP exchange fluorescence | Potency, µM (highest dose often 115 µM), inactives show at the highest dose activity change, negative = inhibition, most hits filed as inhibitors | actives 0.14% (n = 360,000) | AID 720709;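 further: potency means the concentration at half of the fitted maximal effect; plate controls were vehicle for no effect and positive control for full effect; nearly all actives have a fitted effect of over 50% in size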
An asterisk follows results filed as active; ? = inconclusive; nt = not tested or not shown; & = joins results of further samples; [ ] = another dose, or the depositor's remark. Unless noted, the call rests on the fitted dose curve; in most records, active means well fitted curve in the direction sought with a large enough effect; inconclusive means small, poorly fitted or top-dose-only effect, or another doubt; inactive means no such curve, though single readings can be large; an effect the other way counts as inactive or inconclusive.

SMILES | IL-2 act | CCT modulator | EPAC1 ag | PLK1 PBD inh | WRN inhibitor | EPAC2 agonist | PI5P4K alpha inh | EPAC1 antag
COC(=O)CC1C(=O)NC2CCCCC2N1C(=O)c1ccccc1 (stereo not given) | 1.3 | -4.6 | -3% | -4% | -1%[57.1 µM] | -6% | 9 | 3%
O=C(O)CSc1nccn1-c1cccc(Cl)c1 | 1.0 | 1.0 | 0% | -2% | -2% | -4% | -3 | -8%
C[C@@H]1CN([C@H](C)CO)C(=O)CCCn2cc(nn2)CO[C@H]1CN(C)S(C)(=O)=O | 2.1 | -1.0 | 8% | ? | -14% | 10% | 6 | 5%
COc1ccc(S(=O)(=O)N2CCN(C(=O)c3cccnc3)CC2)cc1OC | -0.3 | 0.3 | 10% | -3% | 2% | 12% | -14 | -7%
O=C(NCCc1ccccc1)C1CCN(S(=O)(=O)c2ccc(-c3nn[nH]n3)cc2)CC1 | -0.1 | 1.3 | 3% | 0% | 1% | 2% | -9 | 6%
CC1CCN(CCCCOc2ccc(F)cc2)CC1 | 0.2 | 0.5 | 0% | 4% | -3% | 1% | 5 | -2%
NC(=O)Cc1ccc(C(=O)c2ccc(Cl)cc2Cl)s1 | 0.2 | 1.9 | -8% | 2% | 7% | -2% | -3 | -1%
O=C(O)c1c(F)c(F)cc2ccccc12 | 0.4 | -2.9 | 1% | 3% | -14% | 10% | 0 | -7%
Cc1csc(N2CCc3ccccc32)n1 | -1.5 | -2.0 | 2% | -3% | -2% | -13% | 7 | 7%
CS(=O)(=O)c1ccc(C(=O)Nc2cc(S(C)(=O)=O)ccc2Cl)cc1 | 0.2 | -1.3 | 9% | -3% | -9% | -3% | -2 | -5%
O=C1OC(c2ccc3c(c2)OCO3)=N/C1=C\c1ccc(C(=O)O)cc1 | 2.1 | -1.7 | 9% | -27% | ? | 14% | -11 | 4%
COc1ccccc1NC(=O)CCC(=O)c1ccc(-c2ccccc2)cc1 | 0.1 | 0.1 | 11% | 30µM* | -4% | 18% | -24 | 0%

Molecules from the list above containing fluorine (2):
SMILES | IL-2 act | CCT modulator | EPAC1 ag | PLK1 PBD inh | WRN inhibitor | EPAC2 agonist | PI5P4K alpha inh | EPAC1 antag
CC1CCN(CCCCOc2ccc(F)cc2)CC1 | 0.2 | 0.5 | 0% | 4% | -3% | 1% | 5 | -2%
O=C(O)c1c(F)c(F)cc2ccccc12 | 0.4 | -2.9 | 1% | 3% | -14% | 10% | 0 | -7%

(cont.)
SMILES | IL-2 act | CCT modulator | EPAC1 ag | PLK1 PBD inh | WRN inhibitor | EPAC2 agonist | PI5P4K alpha inh | EPAC1 antag
Cc1ccc(S(=O)(=O)Cn2nnnc2CN2CCCC3(CCCCC3)C2)cc1 | -2.7 | 1.3 | 14% | -6% | -7% | 8% | nt | 7%
O=C(C1CCOCC1)N1CCC(CO)(CCc2ccccc2)CC1 | -1.1 | -3.8 | 2% | -2% | -1% | 3% | 3 | -12%
Cn1c(=O)c(Oc2ccc(F)cc2)c(O)c2ccccc21 | -4.6 | 0.2 | 5% | -6% | -14%[57.1 µM] | 8% | -3 | -14%
O=C(CN1CCN(S(=O)(=O)c2ccc(Cl)cc2)CC1)c1ccc(O)c(O)c1 | -0.2 | -2.4 | 4% | -17% | -30% | 6% | 1 | -12%
O=C(/C=C/c1ccc(F)cc1)c1cc(Br)ccc1O | -3.3 | -1.8 | 7% | -9% | -29% | 5% | 5 | ?
C=C1c2ccccc2NC(=S)N1Cc1ccc2c(c1)OCO2 | 2.1 | -3.4 | 4% | ? | 1%[57.1 µM] | 15% | 4 | ?
O=C(O)c1sccc1SCc1ccc(Cl)c(Cl)c1 | 0.5 | 0.0 | 2% | -18% | -14% | -11% | -13 | -3%
O=C1CCC(C2CCc3cc(O)ccc3C2)C1 (stereo not given) | 1.1 | 2.9 | 4% | 4% | -7% | 0% | -7 | 7%
CC(C)COCC1CC2(CC(C)(c3csc(N)n3)OC2=O)C(=O)O1 (stereo not given) | -0.1 | 0.9 | 2% | -5% | -1% | 7% | -5 | 7%
COc1cc(C2Nn3c(nnc3-c3ccccc3OC)S2)ccc1O (stereo not given) | -0.6 | 3.1 | -3% | 21µM* | 2% | 8% | -14 | -9%
COc1ccc(N(C(=O)C(C)C)S(=O)(=O)c2ccc3ccccc3c2)cc1 | -0.8 | 2.1 | 3% | 7% | -5% | 3% | 15 | 14%
CCOC(=O)c1[nH]c(C)c(CC(C)C)c1C | -2.5 | 2.2 | 0% | -6% | -5% | 0% | 6 | 20%
Cn1c(SCC(=O)NNC(=O)c2ccc(Cl)cc2)nnc1-c1cccnc1 | -1.4 | -2.5 | 16% | 6% | 4% | -1% | 1 | 9%
CC(C)Oc1ccc(S(=O)(=O)N2CCOCC2)cc1NC(=O)CC1CC2CCC1C2 (stereo not given) | -2.5 | -0.3 | 15% | -5% | -3% | 14% | 0 | 1%
O=C(NCC(c1cccnc1)N1CCN(c2ccccc2)CC1)OCc1ccccc1 (stereo not given) | 0.4 | -0.6 | 7% | 1%&-3% | -2% | -11% | 1 | -10%
O=C(Nc1nccs1)c1cn(-c2ccccc2)nc1-c1ccncc1 | -0.7 | -0.5 | 7% | -10% | -13% | 0% | -7 | 5%
CC1=Nc2ccccc2NC(=O)C1Sc1nnc(C)s1 (stereo not given) | -1.1 | -2.1 | -10% | -27% | 7%[57.1 µM] | -10% | 3 | 6%
CN(C)S(=O)(=O)Nc1ccc(NS(=O)(=O)N(C)C)c(S(=O)(=O)c2ccccc2)c1 | -1.7 | 0.6 | -1% | -2% | -11% | 7% | 1 | 2%
CN1CCN(c2ccc(C(=O)c3cn(-c4ccc(F)c(Cl)c4)nn3)cc2)CC1 | 6.1 | -1.9 | -8% | -6% | 4% | 2% | -1 | -8%
CCN(CC)CCN(C(=O)c1ccc2ncsc2c1)c1nc2cc3c(cc2s1)OCO3 | -2.2 | -1.2 | 1% | -29% | 0% | 2% | ? | 6%
CCOC(=O)CSc1nnc(CSc2nc3ccccc3s2)n1C | -2.5 | 0.8 | 3% | 0% | -9%[57.1 µM] | 14% | nt | -1%
Cc1c(C(=O)N(C)CCn2ccnc2C)oc2c(F)cccc12 | -0.7 | 0.1 | -4% | -10% | 11% | 10% | 4 | 9%
Clc1ccccc1CSc1cnnc2ccccc12 | 0.1 | -1.2 | -4% | 0% | 6% | 3% | 4 | -5%
COC(=O)c1sc(S(=O)(=O)N2CCN(CCO)CC2)c(C(=O)OC)c1C | 1.2 | -1.4 | 2% | -3% | 7% | -3% | 0 | -7%

Shown as labelled records: 3 of the compounds above.
> Cn1c(SCC(=O)NNC(=O)c2ccc(Cl)cc2)nnc1-c1cccnc1
  IL-2 act: -1.4
  CCT modulator: -2.5
  EPAC1 ag: 16%
  PLK1 PBD inh: 6%
  WRN inhibitor: 4%
  EPAC2 agonist: -1%
  PI5P4K alpha inh: 1
  EPAC1 antag: 9%
> CC(C)Oc1ccc(S(=O)(=O)N2CCOCC2)cc1NC(=O)CC1CC2CCC1C2 (stereo not given)
  IL-2 act: -2.5
  CCT modulator: -0.3
  EPAC1 ag: 15%
  PLK1 PBD inh: -5%
  WRN inhibitor: -3%
  EPAC2 agonist: 14%
  PI5P4K alpha inh: 0
  EPAC1 antag: 1%
> O=C(NCC(c1cccnc1)N1CCN(c2ccccc2)CC1)OCc1ccccc1 (stereo not given)
  IL-2 act: 0.4
  CCT modulator: -0.6
  EPAC1 ag: 7%
  PLK1 PBD inh: 1%&-3%
  WRN inhibitor: -2%
  EPAC2 agonist: -11%
  PI5P4K alpha inh: 1
  EPAC1 antag: -10%

Following part:
SMILES | IL-2 act | CCT modulator | EPAC1 ag | PLK1 PBD inh | WRN inhibitor | EPAC2 agonist | PI5P4K alpha inh | EPAC1 antag
CC(C)(C)C1CCC(OC(=O)c2cncc(Br)c2)CC1 (stereo not given) | -2.8 | -11 | -10% | 1% | 0% | -15% | -2 | 6%
COc1ccccc1-[n+]1c(C)cc(/C=C2\Sc3ccccc3N2C)cc1C | 11 | 0.7 | 2% | 17% | ? | 21% | -10 | -1%
COc1ccc(S(=O)(=O)Nc2cc(Cl)ccc2OC)cc1 | -0.6 | 0.7 | -4% | 3% | 2% | -7% | 0 | -1%
CC1CC(C)(C)CC(=O)C1C(=O)c1ccccc1 (stereo not given) | 0.3 | -1.8 | -13% | 1% | 6% | 2% | -3 | -7%
COc1ccc(-c2nc3ccccc3c(=O)n2CCCN2CCOCC2)cc1 | 2.3 | -0.3 | -1% | -5% | -5%[57.1 µM] | -4% | nt | 9%
CN1OC[C@@H]2CN(Cc3ccc4c(c3)OCO4)[C@H](c3ccc(N4CCCCC4)cc3)C[C@@H]21 | -0.5 | -1.4 | ? | -1% | -7% | 12% | -1 | -7%
CCC(=O)Nc1nc2c(c(=O)[nH]1)CCCC2 | -0.1 | 0.0 | 7% | -6% | 8% | 6% | -7 | 7%
CCN(CC(=O)Nc1cccc(OC)c1)CC(=O)Nc1ccc(Br)c(C)c1 | -1.5 | 0.4 | -5% | 3% | -11% | -2% | 40 | -20%
CCOc1ccccc1NS(=O)(=O)c1ccc2c(c1)NC(=O)CCS2 | -2.0 | -0.6 | -1% | -13% | -8% | -13% | 0 | 2%
COc1ccc(C(C)(C)C)cc1NC(=O)COC(=O)CN1C(=O)NC2(CCCCC2C)C1=O (stereo not given) | 0.8 | -1.4 | -8% | 2% | -9% | -3% | 0 | -10%
CCOC1=C2[C@H](c3ccccc3)N(S(=O)(=O)c3ccccc3)C[C@H]2n2c(=O)n(-c3ccccc3)c(=O)n2C1 | 0.0 | -1.6 | -2% | 0% | -4% | 0% | -9 | -21%
Cc1nonc1NC(=O)CSc1nc2ccccc2o1 | 0.2 | -1.4 | 6% | -10% | -1% | 18% | 2 | -2%
O=C(Nc1nc2n(n1)C(c1ccc(Cl)cc1)CC(c1ccc(Cl)cc1)N2)c1ccco1 (stereo not given) | -0.2 | -1.6 | 12% | -1% | -6% | 0%[15.6 µM] | -3 | -12%
Nc1ncnc2nc(SCCc3ccccc3)[nH]c12 | -1.6 | 0.8 | 2% | -2% | -3% | 4% | nt | -2%
Cc1ccc(-n2ncc3c2CC(C)(C)CC3NC(=O)CN2CCCC2=O)cc1 (stereo not given) | 0.0 | -0.1 | 0% | -12% | -1% | 8% | 5 | -31%
COCC(=O)Nc1ccc(C(N)=O)cc1 | -3.8 | -3.3 | -6% | -10% | -1% | 10% | 0 | -6%

As entered above:
Value for Nc1ncnc2nc(SCCc3ccccc3)[nH]c12 in CCT modulator: 0.8
Value for Cc1ccc(-n2ncc3c2CC(C)(C)CC3NC(=O)CN2CCCC2=O)cc1 (stereo not given) in EPAC1 ag: 0%

Screening results (PubChem)

The list is partial; count on the stated rates, not on these rows.
